BoNT F protease – BoNT/F light chain protease inhibitors, primary screen, biochemical, flow cytometry, MLPCN library | Botulinum neurotoxin type F light chain protease (Clostridium botulinum) | Multiplex microsphere protease cleavage assay | inhibition, % at 10 µM | 360,000 tested, 0.22% active | AID 588497, 2011; in the data active = inhibition above about 35%, passing the limit was not always enough; inconclusive = no clear call, values can overlap the other calls; also: plate controls were buffer without enzyme for full effect and enzyme alone for no effect
FadD28 FP inh – inhibitors of FadD28 bisubstrate probe binding, primary screen, biochemical, fluorescence polarization, single point | inhibition, % at 12.5 µM | 360,000 tested, 0.22% active | Mycobacterium tuberculosis FadD28 fatty-acid-AMP ligase; in the data active = inhibition above about 8.5%, passing the limit was not always enough; inconclusive = no clear call, values can overlap the other calls
Anthrax LF inh2 – Bacillus anthracis LF protease inhibitors, primary screen, biochemical, multiplex microsphere, MLPCN library. Lethal factor (Bacillus anthracis), P15917. multiplex microsphere protease cleavage assay. inhibition, % at 10 µM. 360,000 tested, 0.12% active. AID 588501, 2011; also: plate controls were buffer without enzyme for full effect and enzyme alone for no effect
BoNT-A LC inh2 – BoNT/A light chain protease inhibitors, primary screen, biochemical, flow cytometry, MLPCN library; Botulinum neurotoxin type A light chain protease (Clostridium botulinum A str. ATCC 3502); AID 588499, 2011; 360,000 tested, 0.17% active; inhibition, % at 10 µM; multiplex microsphere protease substrate cleavage; also: plate controls were buffer without enzyme for full effect and enzyme alone for no effect
FBA Mtb inh – Mtb FBA enzyme inhibitors, primary screen, biochemical, fluorescence, strain H37Rv | 360,000 tested, 2.3% active | inhibition, % at 1 µM | Fructose-bisphosphate aldolase (Mycobacterium tuberculosis (strain ATCC 25618 / H37Rv)), … | purified M. tuberculosis FBA, fluorescence read-out; in the data active = inhibition above about 27%;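 also: 0% = vehicle and 100% = reference inhibitor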
Target sequence (P9WQA3 whole entry, looked up): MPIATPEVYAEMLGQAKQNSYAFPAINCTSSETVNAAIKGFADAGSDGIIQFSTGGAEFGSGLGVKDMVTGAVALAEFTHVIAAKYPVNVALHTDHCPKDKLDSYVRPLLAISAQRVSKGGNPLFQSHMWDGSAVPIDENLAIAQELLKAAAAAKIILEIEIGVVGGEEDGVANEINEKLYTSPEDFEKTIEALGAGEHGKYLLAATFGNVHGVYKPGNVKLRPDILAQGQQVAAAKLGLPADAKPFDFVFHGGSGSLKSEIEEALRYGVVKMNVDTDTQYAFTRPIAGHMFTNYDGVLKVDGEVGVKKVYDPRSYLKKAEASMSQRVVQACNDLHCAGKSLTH
Mtb UGM inh – M. tuberculosis UGM enzyme inhibitors, primary screen, biochemical, fluorescence polarization, single point; inhibition, % at 10 µM; UDP-galactopyranose mutase (Mycobacterium tuberculosis (strain ATCC 25618 / H37Rv)), …; purified UGM, fluorescence polarization probe displacement; 320,000 tested, 0.06% active; in the data active = inhibition above about 10%, passing the limit was not always enough; inconclusive = no clear call, values can overlap the other calls
Target sequence (P9WIQ1 whole entry, looked up): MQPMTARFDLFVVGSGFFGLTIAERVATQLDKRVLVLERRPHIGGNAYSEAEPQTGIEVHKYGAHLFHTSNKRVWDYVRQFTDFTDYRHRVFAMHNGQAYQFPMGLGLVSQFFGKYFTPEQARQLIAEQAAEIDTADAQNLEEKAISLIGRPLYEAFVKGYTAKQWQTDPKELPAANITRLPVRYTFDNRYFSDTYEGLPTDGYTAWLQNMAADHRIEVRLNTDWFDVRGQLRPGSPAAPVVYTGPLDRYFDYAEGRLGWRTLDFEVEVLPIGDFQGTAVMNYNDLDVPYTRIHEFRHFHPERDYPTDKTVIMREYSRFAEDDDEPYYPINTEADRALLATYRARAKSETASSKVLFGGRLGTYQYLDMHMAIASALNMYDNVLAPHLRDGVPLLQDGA
GDH-TPI inh – GDH-TPI coupling enzyme inhibitors, primary screen, artefact control for M. tuberculosis FBA inhibitor project, biochemical, absorbance, full deck; AID 588335, 2011; 360,000 tested, 1.2% active; inhibition, % at 4.8 µM; GDH-TPI coupled enzyme counterscreen, NADH absorbance; in the data active = inhibition above about 30%;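 also: 0% = DMSO wells and 100% = wells lacking the enzyme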
BioA inh – M. tuberculosis BioA enzyme inhibitors, primary screen, biochemical, plate reader, single point, HTS | purified M. tuberculosis BioA enzyme | inhibition, % at 9.99 µM | 360,000 tested, 0.096% active | AID 602481, 2012; in the data active = inhibition above about 40%; inconclusive = no clear call, values can overlap the other calls
PfHsp40 yeast – rescue of yeast from PfHsp40 toxicity, primary screen, S. cerevisiae, ATP luminescence; 340,000 tested, 0.68% active; growth rescue, % at 12.5 µM; AID 504582, 2011; S. cerevisiae expressing PfHsp40, growth rescue; in the data active = growth rescue above about 28%, passing the limit was not always enough; inconclusive = no clear call, values can overlap the other calls;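 also: yeast W303a lacking pdr1 and pdr3 grown in galactose medium; growth measured after three days at 30 °C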
The depositor's hits bear a star; u = inconclusive; x = no result given; + = active, no number. Rule as the data show it, unless noted: active = inhibition above about 30%; inconclusive = no clear call, values can overlap the other calls; inactive = below that.

No. | structure | BoNT F protease | FadD28 FP inh | Anthrax LF inh2 | BoNT-A LC inh2 | FBA Mtb inh | Mtb UGM inh | GDH-TPI inh | BioA inh | PfHsp40 yeast
1 | CC(=O)c1cccc(N(C(=O)CNC(=O)c2cccs2)C(C(=O)NCC2CCCO2)c2ccccc2)c1 (stereo unspecified) | 2.6 | 0.6 | -2.0 | 1.9 | 5.1 | -0.2 | 2.2 | -0.3 | -0.8
2 | COc1ccc(S(=O)(=O)N(C)CC(=O)NCc2ccco2)cc1 | 1.2 | -3.9 | 2.0 | -0.2 | -4.0 | -0.8 | 6.1 | -1.3 | -1.2
3 | CCc1cccc2c(C=C(C#N)C#N)cn(CC(=O)N3CCCCC3)c12 | 2.8 | -4.0 | 0.2 | 0.5 | -1.7 | 0.4 | 0.0 | x | -0.8
4 | CCCCC(=O)Nc1ccc(NC(=O)c2ccc(C)c([N+](=O)[O-])c2)cc1OC | 0.2 | -5.8 | -1.2 | 0.3 | 0.6 | -1.9 | 4.1 | x | -1.3
5 | O=C(Nc1ccc2c(c1)OCCO2)C(c1ccnc2ccccc12)N1CCN(c2ccc(F)cc2)CC1 (stereo unspecified) | -2.9 | -0.1 | 5.6 | 0.1 | 0.6 | x | x | -0.2 | x
6 | Cn1c(N)c(C(=O)CSc2nnc3n2CCCCC3)c(=O)n(C)c1=O | -15.2 | -1.7 | -0.2 | -1.3 | -0.4 | -0.1 | -4.8 | -0.6 | -1.8
7 | Cc1cc(C)c(N(C(=O)Cn2nnc3ccccc32)C(C(=O)NC(C)(C)C)c2ccsc2)c(C)c1 (stereo unspecified) | -2.3 | -0.7 | 1.0 | -0.3 | -1.6 | -3.4 | -0.8 | x | -1.0
8 | Cn1c(=O)n(C)c2cc(S(=O)(=O)N3CCCc4ccccc43)ccc21 | -3.7 | -1.7 | 0.5 | 0.1 | 0.7 | -0.7 | 0.4 | 2.0 | 0.4
9 | CCN1CCN(c2nc(Nc3ccccc3)nc(N)c2[N+](=O)[O-])CC1 | -6.1 | -2.6 | -0.7 | -0.5 | -0.5 | x | 3.3 | x | -1.2
10 | CC(C)Oc1ccc(C(=O)Nc2ccc(N3CCCC3)cc2)cc1 | -72.0 | -10.3 | -26.7 | -0.4 | -3.0 | -1.3 | 21.4 | 0.6 | 0.2
11 | NC(=O)NN=C1CC2CC1C1C=CCC21 (stereo unspecified) | 2.9 | -2.0 | -1.5 | -0.2 | 4.2 | x | 11.2 | x | 0.4
12 | Cc1cccc(NC(=O)c2ccc3c(=O)n(CC4CCCO4)c(=S)[nH]c3c2)c1 (stereo unspecified) | -12.3 | -5.5 | -11.8 | -3.2 | -2.7 | 0.4 | 1.8 | 0.2 | 0.8
13 | CS(=O)(=O)N(CC(=O)N1CCN(Cc2ccccc2)CC1)c1ccccc1Br | 14.8 | -3.9 | -14.8 | 1.3 | 1.8 | 1.2 | 0.0 | 0.5 | -0.4
14 | CCCSC1=C(C#N)C(c2cccs2)C(C(=O)Nc2ccccc2)=C(C)N1 (stereo unspecified) | -1.7 | -2.3 | -0.1 | 0.5 | 2.4 | 1.7 | -3.3 | 1.6 | 2.7
15 | COc1ccc(C(=O)Nc2cccc(/C=C/c3nc4ccccc4c(=O)[nH]3)c2)cc1 | -6.8 | -2.6 | -3.6 | -1.1 | 1.2 | 1.9 | 38.7* | x | 0.0
16 | Cc1ccc(NC(=O)COC(=O)c2ccc(CN3CCCC3=O)cc2)cc1C | x | -3.8 | x | x | 3.6 | x | -4.6 | -0.6 | -0.5
17 | CCCCCCn1c(=O)n2n(c1=O)C[C@]1(OC(=O)Nc3cccs3)CN(S(=O)(=O)c3ccc(C)cc3)C[C@]1(O)C2 | -0.7 | -1.9 | -6.2 | 0.0 | 5.3 | x | 18.6 | -0.7 | x
18 | O=C(c1cccc(S(=O)(=O)N2CCCCC2)c1)N1CCN(Cc2ccccc2)CC1 | 0.6 | x | -3.8 | 1.2 | 6.1 | -1.1 | 2.8 | -3.3 | -0.1
19 | O=C(COC(=O)c1c[nH]c2ccccc12)Nc1ccc(F)cc1 | -3.5 | -1.7 | -3.2 | -0.6 | 0.3 | 2.9 | 3.2 | -1.1 | -0.1
20 | O=C(O)c1ccc(N/N=C/c2cc3ccccc3nc2Cl)cc1 | -0.6 | u | -1.5 | 0.9 | 3.5 | -1.0 | 36.7* | x | u
21 | Cc1onc(-c2ccccc2)c1C(=O)OCC(=O)Nc1cc(S(=O)(=O)N2CCOCC2)ccc1Cl | -3.2 | -1.1 | -0.9 | 0.1 | 9.5 | 4.0 | -2.6 | x | 0.9
22 | Cc1ccc(NC(=O)CSc2cccc3cccnc23)c(C)c1 | u | -0.9 | -4.2 | u | 7.5 | -2.3 | 14.0 | 5.7 | 1.3
23 | CCN(CC(=O)Nc1ccc2c(c1)OCCO2)S(=O)(=O)c1ccccc1 | -2.4 | -1.9 | -2.2 | 2.1 | -2.1 | 1.4 | 4.7 | 0.3 | -0.6
24 | O=C(CNS(=O)(=O)c1ccc(F)cc1)Nc1ccccc1 | -2.1 | -0.4 | 1.0 | -1.4 | -0.1 | -0.7 | 6.2 | 1.2 | -1.4
25 | CCOC(=O)Cn1nc2sc3ccccc3n2c(=O)c1=O | -11.5 | 1.7 | 9.7 | -2.8 | 0.7 | -6.7 | 3.1 | -0.5 | -1.2
26 | CCCCC(=O)Nc1ccc2c(c1)nc(CCNC(=O)c1ccco1)n2C | -4.3 | 0.6 | -3.1 | 1.9 | 0.6 | -1.6 | 6.5 | x | -0.5
27 | CCOC(=O)C1=C(CSc2nccn2C)NC(=O)NC1c1cc(C)ccc1C (stereo unspecified) | -2.6 | -2.3 | 2.0 | u | -1.7 | -1.2 | 7.4 | -1.7 | -0.9
28 | CCc1nn2cc(-c3ccccc3)nc2s1 | -8.8 | 0.8 | 1.5 | 0.7 | -4.2 | 1.3 | 3.6 | -0.3 | 0.0
29 | Cc1cccc(NC(=O)CN(c2ccc(C(C)C)cc2)S(=O)(=O)c2c(C)nn(C)c2C)n1 | 1.5 | -4.0 | -1.5 | -0.3 | 0.4 | 1.3 | 0.0 | 0.4 | 0.0
30 | CC(=O)NN1C(=O)c2ccccc2NC1c1ccoc1 (stereo unspecified) | -3.0 | -1.3 | -3.3 | -0.7 | 35.0* | -3.9 | -2.9 | -0.4 | -0.6
31 | CCc1cccc(NC(=O)CCS(=O)(=O)c2ccc3c(c2)NC(=O)CO3)c1 | 2.8 | -0.9 | -1.7 | 0.9 | 1.0 | -2.5 | 0.8 | 1.2 | -0.8
32 | CCOc1cccc(/C(O)=C2/C(=O)C(=O)N(CCOC)C2c2ccc(C)o2)c1 (stereo unspecified) | -24.3 | 0.1 | -5.6 | -0.8 | -6.4 | 0.8 | 16.4 | -3.6 | -1.8
33 | COc1ccccc1N1CCN(S(=O)(=O)c2cc3[nH]c(=O)c(=O)[nH]c3cc2C)CC1 | -0.1 | -4.4 | -2.0 | 0.4 | 3.1 | -2.7 | 5.2 | -1.0 | 0.0
34 | N#CC1=C(N)OC2=C(C(=O)CCC2)[C@]12C(=O)N(CC(N)=O)c1ccccc12 | -0.6 | -3.9 | -3.3 | 0.1 | -1.5 | -2.5 | 4.9 | 0.4 | 1.6
35 | CCCCNc1c(-c2ccc(Sc3ccc(OC)cc3)cc2)nc2cc(C)ccn12 | 3.0 | -4.0 | -8.4 | 0.2 | 52.8* | -2.2 | 17.9 | -1.3 | 0.9
36 | CCCCc1c(C)nc2ccc(C)cc2c1SCCC(=O)O | -3.2 | 1.8 | -2.4 | 0.4 | -0.8 | -1.5 | -1.6 | x | -0.8
37 | Cc1cc(C)c(NC(=O)CSc2nc3c(c(=O)n2C)SC(C)C3)c(C)c1 (stereo unspecified) | -5.5 | -1.6 | -8.6 | 0.0 | -0.2 | 3.3 | 16.0 | -1.1 | 1.2
38 | Cc1cccc(C(=O)NCc2ccc(S(N)(=O)=O)cc2)c1[N+](=O)[O-] | 4.3 | -3.0 | -1.0 | 0.1 | 0.8 | 0.2 | 2.2 | x | 0.2
39 | CCN(CC)C(=O)C(Sc1ccccc1)c1ccccc1 (stereo unspecified) | 57.2* | -2.0 | u | 18.9 | -0.4 | 1.3 | 5.2 | -0.4 | -0.8
40 | Cc1cccc(-n2c3nc(=O)[nH]c(=O)c-3cc3c(C)nn(-c4ccccc4)c32)c1C | 7.4 | -2.1 | 7.7 | 1.3 | + | 1.3 | 11.8 | -1.1 | -0.7
41 | Cc1cccc(N2CCN(C(=O)c3cccc(N4C(=O)C5CC=CC(C)C5C4=O)c3)CC2)c1C (stereo unspecified) | -12.4 | -3.7 | -3.7 | 0.0 | -2.5 | 0.7 | 1.4 | -0.6 | 4.1
42 | Cc1onc(-c2c(Cl)cccc2Cl)c1C(=O)NCC1CCCO1 (stereo unspecified) | -7.4 | -4.0 | -1.2 | -1.1 | -0.3 | 1.1 | -0.8 | 0.0 | 0.0
43 | COc1ccc(-n2c(=O)cc(N3CCCCCC3)[nH]c2=O)cc1 | -0.3 | -3.1 | -0.7 | 0.2 | -0.6 | -0.5 | 7.4 | -1.8 | -1.7
44 | COC(=O)c1cc2n(n1)CCN(Cc1ccc(C)cc1)C2=O | -8.9 | 0.1 | -1.1 | -0.1 | -2.4 | 2.7 | 5.4 | 2.7 | 1.5
45 | CN1CCN(C(=O)CN(C)S(=O)(=O)c2cc(Cl)ccc2Cl)CC1 | -2.6 | -0.7 | -11.4 | -0.6 | -1.4 | -1.2 | 8.9 | x | 1.1
46 | C=CCC1(O)CC(c2ccco2)NC(c2ccco2)C1CCC (stereo unspecified) | -25.3 | -3.2 | -3.4 | -0.8 | 0.8 | 1.4 | 4.6 | x | -1.2
47 | COc1ccccc1NC(=O)CN1C(=O)NC(C)(C)C1=O | 3.8 | -0.5 | 0.3 | 0.6 | 0.0 | -0.2 | 4.8 | x | 3.3
48 | Brc1ccc2c(c1)CNc1c(ncnc1N1CCOCC1)O2 | 1.1 | 1.0 | -1.2 | -0.7 | 0.2 | 5.7 | 12.8 | -0.2 | -1.1
49 | Cn1c(=NC(=O)CS(=O)(=O)c2ccc(F)cc2)sc2ccccc21 | -0.3 | -2.9 | u | 1.1 | -1.9 | -0.1 | -8.8 | 0.5 | -0.7

Quoted from above, compounds 45–49
No. | structure | BoNT F protease | FadD28 FP inh | Anthrax LF inh2 | BoNT-A LC inh2 | FBA Mtb inh | Mtb UGM inh | GDH-TPI inh | BioA inh | PfHsp40 yeast
45 | CN1CCN(C(=O)CN(C)S(=O)(=O)c2cc(Cl)ccc2Cl)CC1 | -2.6 | -0.7 | -11.4 | -0.6 | -1.4 | -1.2 | 8.9 | x | 1.1
46 | C=CCC1(O)CC(c2ccco2)NC(c2ccco2)C1CCC (stereo unspecified) | -25.3 | -3.2 | -3.4 | -0.8 | 0.8 | 1.4 | 4.6 | x | -1.2
47 | COc1ccccc1NC(=O)CN1C(=O)NC(C)(C)C1=O | 3.8 | -0.5 | 0.3 | 0.6 | 0.0 | -0.2 | 4.8 | x | 3.3
48 | Brc1ccc2c(c1)CNc1c(ncnc1N1CCOCC1)O2 | 1.1 | 1.0 | -1.2 | -0.7 | 0.2 | 5.7 | 12.8 | -0.2 | -1.1
49 | Cn1c(=NC(=O)CS(=O)(=O)c2ccc(F)cc2)sc2ccccc21 | -0.3 | -2.9 | u | 1.1 | -1.9 | -0.1 | -8.8 | 0.5 | -0.7
